Screening results (PubChem)
PRMT1 inh = PRMT1 (human) inhibition, primary screen. Q99873. recombinant PRMT1, activity-based probe fluorescence polarization. inhibition, % at 2.79 µM. 370,000 compounds, 1.3% hits;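 active = inhibition above about 21% made by adding two undisclosed values, limit read from the data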
MBD2 DNA inh = inhibitors of human MBD2 binding to methylated oligonucleotide | AID 686964 | inhibition, % at 4.4 µM | TR-FRET | 370,000 compounds, 0.31% hits; in the data active = inhibition above about 13%
Target sequence (Q9UBB5 whole entry, looked up): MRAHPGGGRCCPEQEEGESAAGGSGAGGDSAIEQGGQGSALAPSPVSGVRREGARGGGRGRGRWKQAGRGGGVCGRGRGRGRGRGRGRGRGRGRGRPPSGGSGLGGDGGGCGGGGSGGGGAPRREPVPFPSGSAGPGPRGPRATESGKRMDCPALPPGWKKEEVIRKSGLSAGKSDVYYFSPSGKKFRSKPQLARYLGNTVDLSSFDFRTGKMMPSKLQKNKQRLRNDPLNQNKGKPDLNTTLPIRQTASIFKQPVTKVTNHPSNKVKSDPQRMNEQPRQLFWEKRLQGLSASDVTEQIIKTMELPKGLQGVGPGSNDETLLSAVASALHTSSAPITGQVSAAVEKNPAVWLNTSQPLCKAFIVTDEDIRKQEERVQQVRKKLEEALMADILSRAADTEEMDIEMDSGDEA
UHRF1 MBD2 ctr = blocks human UHRF1 binding to methylated DNA | 370,000 compounds, 0.75% hits | inhibition, % at 4.4 µM | Q96T88 | UHRF1 binding to methylated oligo, TR-FRET; in the data active = inhibition above about 21%;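 also: UHRF1 SRA domain binding a hemimethylated CpG hairpin DNA probe; 0% = median of test compound wells and 100% = reference inhibitor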
TCR CD3 inh = inhibitors of human TCR-CD3 interaction; TAMRA-labeled TCR probe fluorescence, biochemical; inhibition, % at 9.4 µM; 360,000 compounds, 0.37% hits; AID 651800; in the data active = inhibition above about 19%;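 also: recombinant mutant TCR 2C K166C tagged with TAMRA read by polarization; 0% = receptor in buffer alone and 100% = receptor with positive control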
TDP2 absorb = blocks human TDP2 phosphodiesterase activity | recombinant TDP2, T5PNP hydrolysis, p-nitrophenol absorbance 415 nm | O95551 | 370,000 compounds, 0.34% hits | inhibition, % at 12.8 µM | AID 720702;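 active = inhibition above the mean of all tested compounds plus 3 SD, set per campaign, cut at about 25% in these data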;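 also: 0% = DMSO with enzyme and 100% = buffer with substrate but no TDP2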
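Assay system: Recombinant human TDP2 | Quantity: 120 nM TDP2 per well | Incubation: 2 h at 37 °C | Signal: Epi absorbance | Evaluation: Percent inhibition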
DDE Tn7 FP inh = disrupts Tn7 cyclic peptide binding to fibrin D-Dimer-E complex; P02675; FP displacement of FITC-Tn7 peptide from fibrin DD(E); 0% = median of compound wells per plate; inhibition, % at 8.3 µM; 370,000 compounds, 0.13% hits;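 active = inhibition above the mean of compounds falling within the control limits plus 3 SD of them, cut at about 14% in these data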;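 also: 0% = plate median of compound wells and 100% = 10 µM Aha-Tn7 peptide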
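Assay system: human fibrin DD(E) protein / Input: 2 µM fibrin DD(E) / Benchmarks: high control of 10 µM Aha-Tn7 peptide / Measured by: fluorescence polarization of the labelled Tn7 tracer / Medium: Tris buffer with calcium and detergent, pH 7.8 / Timing: 10 min compound pre-incubation, 3 h probe incubation at room temperature / Repeats: one replicate per compound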
proKLK7 act = activates the human kallikrein-7 zymogen; purified proKLK7, EDANS-DABCYL substrate fluorescence; 100% is mature enzyme control, 0% vehicle; activation, % at 7 µM; P49862; 370,000 compounds, 0.9% hits;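 active = activation above the mean of all tested compounds plus 3 SD, computed per campaign excluding outliers beyond control limits, cut at about 13% in these data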
SIAE inh = blocks human sialic acid acetylesterase; SIAE FP-Rh probe binding, fluorescence polarization; inhibition, % at 9.66 µM; 370,000 compounds, 0.69% hits;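 active = inhibition above a cutoff: mean of compounds within the control limits plus 3 SD of those, cut at about 17% in these data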;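 also: 0% = plate median of compound wells and 100% = probe without SIAE protein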
Target sequence (Q9HAT2 whole entry, looked up): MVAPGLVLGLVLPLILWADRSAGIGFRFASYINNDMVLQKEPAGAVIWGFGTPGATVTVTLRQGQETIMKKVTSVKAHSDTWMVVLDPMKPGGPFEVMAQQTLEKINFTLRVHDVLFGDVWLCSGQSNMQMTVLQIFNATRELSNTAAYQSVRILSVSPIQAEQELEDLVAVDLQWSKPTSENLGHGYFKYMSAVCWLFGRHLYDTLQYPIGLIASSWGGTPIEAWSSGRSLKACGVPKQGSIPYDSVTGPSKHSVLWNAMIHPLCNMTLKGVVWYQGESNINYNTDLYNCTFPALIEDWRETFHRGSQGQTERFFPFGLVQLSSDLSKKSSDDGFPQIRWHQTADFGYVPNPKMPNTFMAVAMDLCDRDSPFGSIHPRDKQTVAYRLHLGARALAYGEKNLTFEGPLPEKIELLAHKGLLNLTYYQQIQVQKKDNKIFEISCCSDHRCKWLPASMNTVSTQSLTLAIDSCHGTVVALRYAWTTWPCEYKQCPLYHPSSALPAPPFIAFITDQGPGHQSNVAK
LEDGF integ inh = blocks HIV-1 LEDGF/p75-dependent DNA integration. TR-FRET IN-LEDGF/p75 DNA integration, Eu/Cy5. 370,000 compounds, 0.64% hits. AID 743269. inhibition, % at 3.7 µM;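 active = inhibition above the screen-wide mean plus 3 SD, cut at about 13% in these data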;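 also: signal is the Cy5 over europium emission ratio at 671 and 618 nm; 0% = plate median of compound wells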
Tn6 DDE FP = disrupts Tn6 cyclic peptide binding to fibrin D-Dimer-E complex; P02675; inhibition, % at 8.3 µM; 370,000 compounds, 0.21% hits; Fibrin DD(E) TRITC-Tn6 fluorescence polarization displacement;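 active = inhibition above a per-campaign cutoff: mean of compounds within control limits plus 3 SD, cut at about 15% in these data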;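 also: 0% = median of all compound wells on the plate and 100% = blocking peptide control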
Starred values were filed as active, the others as inactive; / = not tested or not shown.

SMILES	PRMT1 inh	MBD2 DNA inh	UHRF1 MBD2 ctr	TCR CD3 inh	TDP2 absorb	DDE Tn7 FP inh	proKLK7 act	SIAE inh	LEDGF integ inh	Tn6 DDE FP
CCC(C(=O)N1CCOCC1)n1nc(C)c2sc3ccccc3c2c1=O (stereo not drawn)	-1	-2	0	-1	6	-2	0.5	1	2	1
C[C@H](CO)N1C[C@H](C)[C@@H](CN(C)S(=O)(=O)c2cccs2)Oc2c(NS(=O)(=O)c3ccccc3)cccc2C1=O	-2	-3	-1	5	4	9	0.0	-2	0	-1
COc1ccc(CCn2c(-c3cccc([N+](=O)[O-])c3)nc3nc4ccccc4nc32)cc1	1	-3	-1	-4	-3	1	0.0	16	-1	-3
Cc1ccc(-n2nnnc2SCC(=O)N2CCCCC2)cc1	-1	-3	1	2	-5	-3	-0.1	-3	-3	12
CCCCC(CC)C(=O)O (stereo not drawn)	0	-1	-2	-1	-19	1	-0.5	-2	-3	10
Cc1ccc(-c2cc(Cc3ccncc3)c(=O)[nH]n2)cc1	2	2	2	-12	-13	-7	-0.8	-4	-5	-2
O=C(NOCc1ccccc1)c1ccc([N+](=O)[O-])cc1	-5	-4	-1	2	-12	-4	0.4	-3	1	-5
O=C(Nc1ccc(F)cc1)OCc1cn(Cc2ccc(F)c(F)c2)nn1	-3	1	4	/	5	-5	-0.1	-5	7	-2
CCS(=O)(=O)c1ccc(O)c(NC(=O)COc2ccccc2)c1	-1	1	-1	2	0	3	-0.5	5	1	3
CC1(C(=O)Nc2ccc3c(c2)OCCO3)CCN1C(=O)C1(c2ccc(Cl)cc2)CCC1 (stereo not drawn)	-4	-1	0	6	-9	5	0.1	-9	-3	4
C/C(=N\NC(=O)CN1CCCCC1)c1ccccc1O	-1	-2	1	-1	5	-3	0.6	-1	-4	5
O=c1c2c3c(sc2ncn1/N=C/c1cccnc1)CCCC3	0	-2	0	-1	-13	-1	0.0	-4	3	6
COC(=O)C1=C(C)N(Cc2ccccc2C(F)(F)F)C(=NCc2ccc3c(c2)OCO3)NC1c1ccc(C(F)(F)F)cc1 (stereo not drawn)	0	-2	-2	4	4	1	-0.1	-5	-2	7
Cc1csc2c(=O)n(CCO)c(=O)[nH]c12	-1	1	-3	6	-7	3	0.2	-3	-3	3
CN(Cc1ccccc1)S(=O)(=O)c1ccc(NC(=S)NC(=O)C(C)(C)C)cc1	3	5	3	-6	10	4	-0.1	-1	-5	-3
CCCCCc1c(O)nc(SCCN2CCOCC2)[nH]c1=O	0	4	1	0	3	4	-0.8	-4	-8	-6
COc1cc(SC)ccc1C(=O)Nc1ccc(S(=O)(=O)N2CCCC2)cc1	2	0	6	-7	2	2	-0.1	-4	2	3
CC(=O)N1CCc2c(sc(NC(=O)c3ccc4c(c3)OCCO4)c2C#N)C1	6	-3	-7	0	0	9	-0.2	-10	-3	5
COc1ccc2cc(C=O)n(C)c2c1	-1	-2	-4	-9	-3	1	0.1	2	-2	3
Cc1ccc(OCCN(C)C(=O)C2CCC(=O)N(CC3CCCCC3)C2)cc1 (stereo not drawn)	1	-3	0	11	12	-6	-0.1	-1	0	6
O=C(NCCc1ccccc1)C1CCCN1S(=O)(=O)c1ccc(Cl)cc1 (stereo not drawn)	1	0	3	0	10	3	0.1	-2	0	-2
Nc1c(N(Cc2ccco2)C(=O)c2ccc(Cl)cc2)c(=O)[nH]c(=O)n1Cc1ccccc1	1	-5	-4	-3	-3	-1	-0.7	1	2	2
c1ccc(Nc2nc3ccccc3n3nnnc23)cc1	6	1	-3	-6	-10	-4	20*	5	-2	-5
c1ccc2nc3c(nc2c1)OCC1CCCCN31 (stereo not drawn)	4	1	0	5	-10	2	16*	4	-1	0
O=C(NC1(c2ccccc2)CC1)C1CCC(=O)N(Cc2ccc(Cl)cc2)C1 (stereo not drawn)	-4	-5	-2	0	8	-1	0.0	5	-1	6
CC(C)(C)c1ccc(C(=O)/C=C2\NC(=O)CS2)cc1	0	-4	-2	-8	-9	-3	0.7	1	1	-4
O=C(CCSc1nnc(-c2ccncc2)o1)Nc1ccccc1Cl	-2	1	0	3	7	7	-0.1	-6	0	1
O=C(Nc1ccccc1)c1cccc(N2CCCC2=O)c1	4	0	0	-1	-13	-1	-0.9	-2	-1	3
Cn1cc(S(=O)(=O)N2CCN(Cc3ccccc3)CC2)c(=O)n(C)c1=O	4	6	9	-5	-1	2	0.3	-2	0	-3
Cc1ccccc1-c1nc(CS(=O)(=O)CC(=O)NCc2ccccc2)c(C)o1	3	2	1	-12	-8	2	0.7	-4	1	3
Cc1cc(OCC(=O)NCc2cccnc2)c2c(C)cc(=O)oc2c1	6	-1	3	1	-17	-9	12	5	-6	-7
Cc1ccc(S(=O)(=O)N2[C@H](CC(=O)c3ccccc3)OC[C@@H]2C)cc1	-3	1	-1	3	1	-4	0.3	-1	-3	2
CCn1c(CC(=O)Nc2ccccc2)nnc1SCc1nc2ccccc2c(=O)[nH]1	-1	0	1	-3	-9	-1	-0.2	1	3	1
Cc1ccc(S(=O)(=O)Oc2ccccc2/C=C2\SC(=O)NC2=O)cc1	1	1	3	2	-5	-7	0.7	-4	-1	-9
Cc1nn2c(NCCCN3CCOCC3)c3c(nc2c1-c1ccccc1)CCC3	0	-1	0	8	-5	2	-0.6	1	-4	3
COc1ccc(CC(=O)Nc2ccc3c(c2)CCC3)cc1	1	1	0	1	-4	2	0.3	-1	4	-4
CCc1cc(C(=O)N/N=C/c2ccc(O)cc2O)c2ccccc2n1	0	0	-1	2	-16	6	0.9	-4	-11	3
COc1cc(C)cc2c1OC(c1ccccc1)CC2=O (stereo not drawn)	1	5	13	-3	1	5	2.5	2	-4	0
Fc1cccc(/C=N/Nc2ccc3ccccc3n2)c1	5	3	2	-5	-5	0	0.5	1	-2	0
O=C(CSc1ccc(-c2cccs2)nn1)c1cccs1	28*	9	23*	-2	7	3	-0.7	-3	0	9
CNS(=O)(=O)c1cccc(C(=O)OCC(=O)c2c(N)n(Cc3ccccc3)c(=O)n(C)c2=O)c1	1	2	-2	1	7	9	0.5	0	-3	-2
COc1cc(C(=O)Nc2nc(-c3ccc(Cl)cc3)c(C)s2)ccc1OCC(=O)Nc1ccc(F)cc1	0	1	-3	2	6	1	-0.1	1	-1	-1
CCOc1ccccc1N(CC(=O)NC1CCCC1)C(=O)CCCC(=O)Nc1ccccn1	1	-4	-1	5	0	2	0.1	2	8	-1
O=C(NC(=S)NNC(=O)c1cccs1)c1ccc(Br)o1	4	-4	-3	16	7	-2	-0.5	4	1	-5
O=C(NC1CCCCCC1)C1CCN(C(=O)c2ccc(Cl)cc2)CC1	2	1	1	-5	3	3	0.0	2	-1	1
COc1ccc(C(CNC(=O)COc2c(C)cc(C)cc2C)N2CCOCC2)cc1 (stereo not drawn)	-3	-7	-1	-1	2	6	0.2	4	1	2
Cc1cnc(NC(=O)c2ccc(-c3ccc([N+](=O)[O-])cc3)o2)s1	-2	5	-2	-6	0	-5	0.8	-22	-1	-1
NC(=O)/C(=C\c1ccc([N+](=O)[O-])o1)c1ccco1	13	-6	4	1	-14	1	0.7	9	22*	5

Some of the entries so far, with values under each structure.
Sequence of screens: PRMT1 inh	MBD2 DNA inh	UHRF1 MBD2 ctr	TCR CD3 inh	TDP2 absorb	DDE Tn7 FP inh	proKLK7 act	SIAE inh	LEDGF integ inh	Tn6 DDE FP
Fc1cccc(/C=N/Nc2ccc3ccccc3n2)c1
 : 5	3	2	-5	-5	0	0.5	1	-2	0
O=C(CSc1ccc(-c2cccs2)nn1)c1cccs1
 : 28*	9	23*	-2	7	3	-0.7	-3	0	9
O=C(NC1CCCCCC1)C1CCN(C(=O)c2ccc(Cl)cc2)CC1
 : 2	1	1	-5	3	3	0.0	2	-1	1
CCc1cc(C(=O)N/N=C/c2ccc(O)cc2O)c2ccccc2n1
 : 0	0	-1	2	-16	6	0.9	-4	-11	3
O=C(NC(=S)NNC(=O)c1cccs1)c1ccc(Br)o1
 : 4	-4	-3	16	7	-2	-0.5	4	1	-5
CNS(=O)(=O)c1cccc(C(=O)OCC(=O)c2c(N)n(Cc3ccccc3)c(=O)n(C)c2=O)c1
 : 1	2	-2	1	7	9	0.5	0	-3	-2
COc1cc(C)cc2c1OC(c1ccccc1)CC2=O (stereo not drawn)
 : 1	5	13	-3	1	5	2.5	2	-4	0

New compounds follow
SMILES	PRMT1 inh	MBD2 DNA inh	UHRF1 MBD2 ctr	TCR CD3 inh	TDP2 absorb	DDE Tn7 FP inh	proKLK7 act	SIAE inh	LEDGF integ inh	Tn6 DDE FP
Cc1ccc(-c2c(C(=O)NNC(=S)NCC3CCCO3)csc2C)cc1 (stereo not drawn)	0	1	-2	4	1	0	-0.5	1	-5	-2
CNC(=O)CSc1nnc(C(C)C)n1C	-2	1	-1	3	-7	3	-0.2	4	-2	2
O=C(NCCCN1CCCC1=O)c1ccccc1NS(=O)(=O)c1ccc(Br)cc1	0	5	1	-1	2	4	0.5	6	0	-1
Cc1nc2ccccc2cc1C(=O)NCc1ccccc1	0	-1	-1	-2	13	10	0.3	-3	-1	-2
